DAX1 inh-1 – inhibits human nuclear receptor DAX1. HEK293 Gal4-DAX1 luciferase reporter, luminescence. inhibition, % at 6.75 µM. actives 0.99% (n = 340,000). AID 504766;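 active = inhibition above the mean over all tested compounds plus 3 SD, cut at about 4.2% in these data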;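 also: 0% = DAX1-transfected cells with DMSO and 100% = empty-vector control cells with DMSO; inhibition shows as a rise in luminescence from relieved DAX1 repression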
Target sequence (P51843 207-470 limits assumed): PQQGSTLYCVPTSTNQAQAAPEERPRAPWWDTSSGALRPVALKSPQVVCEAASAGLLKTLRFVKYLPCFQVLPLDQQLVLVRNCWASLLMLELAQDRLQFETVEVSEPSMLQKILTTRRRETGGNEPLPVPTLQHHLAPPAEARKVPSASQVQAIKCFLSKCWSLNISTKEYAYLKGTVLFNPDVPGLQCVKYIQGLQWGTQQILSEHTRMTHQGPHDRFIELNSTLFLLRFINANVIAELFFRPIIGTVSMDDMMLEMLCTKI
GC-B act – GC-B (human) receptor activation; P20594; HEK293-GC-B cells, CNP EC30, cGMP TR-FRET; 0% at EC30 CNP, 100% saturating CNP; activation, % at 10 µM; actives 0.11% (n = 370,000); AID 1920062;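 active = activation at 10 µM reaching about 35% in either raw or pattern-adjusted values, limit read from the data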
ADAM10 inh – inhibitors of human ADAM10; recombinant ADAM10, EDANS/DABCYL FRET peptide cleavage, 3 h; actives 0.62% (n = 370,000); inhibition, % at 7 µM;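 active = inhibition above a per-campaign cutoff equal to the mean of compounds falling between control-based bounds plus 3 SD, cut at about 20% in these data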;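 also: 0% = DMSO wells while the 100% control is not disclosed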
Target sequence (O14672 214-748 limits assumed): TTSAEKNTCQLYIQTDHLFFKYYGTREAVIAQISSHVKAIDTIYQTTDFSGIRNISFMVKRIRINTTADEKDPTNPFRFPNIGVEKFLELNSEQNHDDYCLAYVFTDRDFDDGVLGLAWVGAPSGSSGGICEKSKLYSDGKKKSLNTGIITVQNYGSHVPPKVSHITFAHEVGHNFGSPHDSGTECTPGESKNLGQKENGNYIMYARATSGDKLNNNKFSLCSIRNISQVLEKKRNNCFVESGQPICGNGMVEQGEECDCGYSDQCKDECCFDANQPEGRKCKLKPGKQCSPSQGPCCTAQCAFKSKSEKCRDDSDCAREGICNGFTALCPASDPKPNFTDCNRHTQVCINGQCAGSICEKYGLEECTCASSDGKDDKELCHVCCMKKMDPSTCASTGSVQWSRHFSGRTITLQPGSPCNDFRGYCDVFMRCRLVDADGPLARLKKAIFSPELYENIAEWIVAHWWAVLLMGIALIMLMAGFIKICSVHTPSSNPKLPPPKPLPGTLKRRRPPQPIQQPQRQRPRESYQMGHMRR
FXN GAA850 act – increases GAA850 frataxin promoter reporter activity; HEK293 lucGAA850 FXN promoter luciferase reporter, 24 h; percent of 10 µM SAHA response; activation, % at 6 µM; actives 0.56% (n = 360,000); AID 540364;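 active = activation above the average of all compounds screened plus 3 SD, cutoff fixed separately per campaign, cut at about 7.5% in these data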;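 also: 0% = DMSO wells and 100% = 10 µM SAHA wells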
GC-A act – GC-A (human) enzyme activation. HEK293 GC-A cells, cGMP TR-FRET, EC30 ANP; 0% at EC30 ANP, 100% saturating ANP. activation, % at 10 µM. P16066. AID 1671463. actives 0.14% (n = 370,000); in the data active = activation above about 40%
sPLA2-III inh – Blocks human group III sPLA2 activity; QFRET BODIPY PC-A2 liposome hydrolysis, fluorescence; inhibition, % at 12.2 µM; actives 0.56% (n = 370,000); AID 743126;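 active = inhibition above mean plus 3 SD of compounds lying within the high and low control bounds, cut at about 19% in these data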;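 also: 0% = median of test compound wells and 100% = no enzyme DMSO wells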
ssDAF-12 act – activates DAF-12 receptor from parasite S. stercoralis. HEK293 ssDAF-12/GRIP1 lit1-tk-luc reporter, luminescence; % of 3 µM dafachronic acid response. activation, % at 6.8 µM. actives 1% (n = 370,000);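 active = activation above the mean over all tested compounds plus 3 SD, cut at about 0.9% in these data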;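 also: 0% = DMSO-only wells and 100% = 3 µM delta7-dafachronic acid wells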
hgDAF-12 ag – agonists of H. glycines DAF-12 nuclear receptor. HEK293 GAL4-hgDAF12 UAS-luciferase reporter, agonist luminescence; normalized to butyrate control. activation, % at 6.8 µM. actives 1.8% (n = 370,000). AID 687014;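 active = activation above a cutoff set at the mean of all screened compounds plus 3 SD, cut at about 10% in these data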;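 also: 0% = DMSO wells and 100% = sodium butyrate wells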
SMARCA2 activ – increases SMARCA2 function in MMTV reporter cells | MG213 cells, MMTV-luciferase reporter, dexamethasone, overnight | actives 1% (n = 370,000) | AID 652017 | activation, % at 9.1 µM; in the data active = activation above about 7.8%;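 also: 0% = vehicle wells and 100% = reference activator wells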
hcDAF12 agonist – activates DAF-12 receptor from parasite H. contortus. HEK293 hcDAF-12 lit1-tk-luc reporter, luminescence; 0% DMSO, 100% Δ7-dafachronic acid. actives 1.4% (n = 370,000). activation, % at 6.8 µM;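 active = activation above the mean of all tested compounds plus 3 SD, cut at about 5.5% in these data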;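 also: 100% = response to 3 µM Δ7-dafachronic acid high control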
DAX1 inh-2 – inhibitors of DAX1 repression of SF-1 activated StAR promoter; HEK293T StAR-luciferase reporter, SF-1/DAX-1 repression relief; inhibition, % at 6.8 µM; actives 1.1% (n = 370,000); AID 652010;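 active = inhibition above the mean over all tested compounds plus 3 SD, cut at about 3.6% in these data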;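 also: 0% = DAX-1 cells with DMSO and 100% = cells lacking DAX-1 with DMSO; higher inhibition means more luminescence from relief of DAX-1 repression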
Numbers without * were called inactive; · = no result given. Hits appear at their usual frequency; overall some 6.6% were active at least once.

Compound,DAX1 inh-1,GC-B act,ADAM10 inh,FXN GAA850 act,GC-A act,sPLA2-III inh,ssDAF-12 act,hgDAF-12 ag,SMARCA2 activ,hcDAF12 agonist,DAX1 inh-2
Cc1cccc(NC(=S)NC(=O)c2ccco2)n1,0.9,5,-5,1.8,4,11,-0.3,3.4,-1,0.9,0.2
NC(=O)c1ccc(NC(=O)c2ccc(COc3ccccc3Br)cc2)cc1,0.6,7,-5,-0.4,5,7,0.1,-1.5,0,-1.2,2.1
COc1cccc(NC(=O)Cc2nnc(SCC(=O)c3ccccc3)n2C)c1,1.5,-3,8,-0.5,3,-10,-1.0,0.0,2,-0.1,0.1
COc1ccc(NC(=S)NCCc2c[nH]c3ccccc23)cc1,0.0,-2,15,1.4,-1,-3,-1.4,2.4,-1,-0.1,0.2
CC(=O)Nc1cc(C(=O)O)ccc1S(=O)(=O)c1ccc(Cl)cc1,1.1,-1,4,-1.4,1,4,-1.1,-1.4,1,-1.0,0.2
FC(F)(F)c1cnc(NNC(=S)Nc2ccccc2Cl)c(Cl)c1,-5.4,3,17,-10,-4,-13,-2.7,-9.5,-10,-5.3,-3.0
CC1Cc2cc(/C(O)=C3/C(=O)C(=O)N(CCCn4ccnc4)C3c3ccc(F)cc3)ccc2O1 (centres undefined),0.1,1,-7,1.1,18,-1,-0.7,1.7,-2,2.3,0.2
CCOc1ccc(S(=O)(=O)Nc2ccc(C(=O)N3CCCC3)cc2)cc1C(N)=O,0.8,-1,8,-1.5,3,5,-1.4,0.4,4,-0.8,0.8
CCc1ccc(OCC(=O)N2CCN(c3ccccc3F)CC2)cc1,2.1,-1,-1,0.8,-5,-9,-1.1,-0.7,-5,-1.3,-0.1
COc1ccc(-c2n[nH]c(=S)n2-c2ccc3c(c2)OCCO3)cc1,-0.7,2,-9,-0.1,3,15,-1.3,0.4,-5,0.9,0.2
O=C(CSC1CCCCC1)Nc1ccccc1Br,-1.0,-6,-5,2.1,-3,15,-0.3,3.9,-1,1.7,0.0
CCC(c1nnnn1-c1ccc2c(c1)OCCO2)N1CCN(C(C)=O)CC1 (centres undefined),·,4,-1,·,2,5,0.1,-0.1,3,0.7,1.1

Next section
Compound,DAX1 inh-1,GC-B act,ADAM10 inh,FXN GAA850 act,GC-A act,sPLA2-III inh,ssDAF-12 act,hgDAF-12 ag,SMARCA2 activ,hcDAF12 agonist,DAX1 inh-2
CN1CCN(S(=O)(=O)c2ccc3[nH]cc(C(=O)O)c(=O)c3c2)CC1,-0.8,2,-25,-1.0,3,6,-1.4,0.4,-4,0.1,0.1
COc1ccc(-n2ncc3c2CC(C)(C)CC3NC(=O)CCc2c(C)noc2C)cc1 (centres undefined),-0.1,-2,8,-2.2,2,8,-1.5,0.0,-2,-0.9,-0.3
CNC(=O)C[C@@H]1CC[C@@H]2[C@H](COC[C@H](O)CN2S(=O)(=O)c2ccccc2Cl)O1,·,-1,-6,·,1,-4,-1.2,0.2,-4,0.6,-0.2
CC(=O)Cn1c(CN2CCN(C(=O)c3ccco3)CC2)nc2c1c(=O)n(C)c(=O)n2C,0.3,2,-6,0.6,3,6,-0.9,0.5,-2,-2.2,0.1
CN1CCN(S(=O)(=O)c2cccc(C(=O)Nc3ccccc3N3CCCCC3)c2)CC1,0.1,-3,-19,-0.7,0,5,-0.2,0.7,-1,-0.1,-0.8
CC(=O)N1CCN(C(c2ccccc2)c2nnnn2C(C)(C)C)CC1 (centres undefined),·,2,5,·,4,2,-0.8,0.6,5,0.6,0.0
COc1ccc2cc(CN(Cc3ccco3)C(=S)NCC3CCCO3)c(=O)[nH]c2c1 (centres undefined),-0.6,10,-10,-1.0,8,2,-0.8,-1.8,-1,-0.8,0.0
Cc1cccc(Sc2c(C=O)c3ccccc3n2C)c1,-0.7,1,2,-1.1,5,-2,-0.4,1.5,1,1.0,-0.2
COc1ccc(C(=O)OCC(=O)N(C)C2CCS(=O)(=O)C2)cc1S(=O)(=O)N(C)Cc1ccccc1 (centres undefined),0.1,2,-4,1.1,3,-3,0.1,0.7,-1,-0.9,2.4
COc1cccc(CN(CC2CCCO2)S(=O)(=O)c2ccc(-n3cnnn3)c(OC)c2)c1 (centres undefined),0.3,-7,9,2.2,-9,-5,-0.8,1.1,2,0.4,-0.6
O=C(Nc1ccccc1C(=O)O)/C(=C/c1ccc([N+](=O)[O-])cc1)NC(=O)c1ccc(Br)o1,0.1,4,-3,2.2,-2,-4,-2.0,-1.3,-1,-0.3,0.1
CN(C)/C=C(\C#N)C(=O)Nc1ccc(F)c(Cl)c1,3.8,-1,7,2.1,1,14,1.3*,3.3,2,1.0,0.7

With a hit mark in ssDAF-12 act, of those listed so far:
structure | DAX1 inh-1 | GC-B act | ADAM10 inh | GC-A act | sPLA2-III inh | ssDAF-12 act | SMARCA2 activ | hcDAF12 agonist | DAX1 inh-2
CN(C)/C=C(\C#N)C(=O)Nc1ccc(F)c(Cl)c1 | 3.8 | -1 | 7 | 1 | 14 | 1.3* | 2 | 1.0 | 0.7

Continuation.
Compound,DAX1 inh-1,GC-B act,ADAM10 inh,FXN GAA850 act,GC-A act,sPLA2-III inh,ssDAF-12 act,hgDAF-12 ag,SMARCA2 activ,hcDAF12 agonist,DAX1 inh-2
O=C(COC(=O)C12CC3CC(CC(C3)C1)C2)NC12CC3CC(CC(C3)C1)C2,0.1,1,-2,1.2,6,0,-0.8,-1.1,2,-0.9,-0.5
O=C(CCCC1=NS(=O)(=O)c2ccccc2N1)NCCc1ccc(Cl)cc1,0.5,-2,-2,0.4,2,-1,-1.2,-2.5,-3,-1.5,-0.7
COc1ccc(Cl)cc1NS(=O)(=O)c1cccc(C(=O)NCC(c2ccco2)N2CCCC2)c1 (centres undefined),-0.9,-3,-5,1.4,-2,-19,-0.2,0.3,-2,2.8,0.9
COc1ccc(C)cc1Nc1n[n+](C)c(-c2ccc(O)cc2O)s1,0.5,5,-5,2.5,1,-3,-0.9,-0.5,2,1.2,0.0
CCc1ccc(NC(=O)CSc2nnc(CNC(=O)c3ccc(OC)cc3)o2)cc1,0.1,-3,3,0.9,0,-7,-0.6,3.5,1,-2.4,0.0
O=C1C2CCCN2C(=O)N1CCCCN1CCN(c2cccc(C(F)(F)F)c2)CC1 (centres undefined),-0.7,1,6,1.8,3,-6,-0.8,0.1,2,-0.8,-0.4
O=C(c1ccc(F)cc1)C1CCN(C(=O)NC2CCCCC2)CC1,-1.3,0,-2,1.2,2,0,-1.6,-3.2,-3,-2.5,-0.8
CCOCCCNC(=S)N(Cc1ccco1)Cc1cc2cc3c(cc2[nH]c1=O)OCCO3,-0.1,13,-258,-0.2,12,0,-0.6,-0.3,0,-2.3,-0.2
Cc1c(OCC(=O)NCCCn2ccnc2)ccc2c3c(c(=O)oc12)CCC3,0.9,-2,-96,1.0,-1,8,-1.0,0.3,0,-1.2,0.6
COc1ccc(N(C)S(=O)(=O)c2cccc3cccnc23)c(OC)c1,2.1,-12,5,-3.8,-12,3,-1.4,-0.7,1,-1.3,-1.2
COc1ccc(N=CC2=C(O)CC(C)(C)CC2=O)cc1,1.1,2,2,1.1,0,5,-1.0,4.4,7,0.9,0.6
Cn1c(Cc2cccs2)nnc1SC/C=C/c1ccccc1,-1.6,2,1,0.9,-8,-3,-0.7,1.1,0,-1.4,-0.3

Continued, overlapping the part above by two compounds.
Compound,DAX1 inh-1,GC-B act,ADAM10 inh,FXN GAA850 act,GC-A act,sPLA2-III inh,ssDAF-12 act,hgDAF-12 ag,SMARCA2 activ,hcDAF12 agonist,DAX1 inh-2
COc1ccc(N=CC2=C(O)CC(C)(C)CC2=O)cc1,1.1,2,2,1.1,0,5,-1.0,4.4,7,0.9,0.6
Cn1c(Cc2cccs2)nnc1SC/C=C/c1ccccc1,-1.6,2,1,0.9,-8,-3,-0.7,1.1,0,-1.4,-0.3
COc1ccc(C(=O)Nc2ccc(S(=O)(=O)N3CCCCC3)cc2)cc1,-1.6,5,-3,-1.2,5,-13,-1.6,-3.9,-4,-3.2,-1.6
COc1ccc(/C=N/N(c2ccccc2)c2ccccc2)cc1O,0.8,0,4,3.7,-3,-9,-0.2,0.5,-2,-1.0,0.7
COC(=O)c1cc(OC)c(OC)cc1NC(=O)Cc1cccs1,0.5,1,-12,4.6,2,0,-1.5,-2.4,2,-2.1,-0.1
CCOC(=O)c1nnn(-c2nonc2N)c1-c1ccc(OC)cc1,1.0,-9,-2,0.8,-10,-8,-0.9,-0.9,1,-1.9,0.0
CC1CCN(S(=O)(=O)c2cccc(-c3cn4cc(Cl)ccc4n3)c2)CC1,-1.0,3,-8,0.3,-2,-4,0.3,2.1,3,3.0,0.4
COc1ccc(-n2nc(C(=O)NCC(=O)Nc3cc(OC)c(OC)c(OC)c3)c3ccccc3c2=O)cc1OC,-3.1,-6,1,-7.8,-2,-5,-2.0,-3.0,0,-1.9,-1.4
O=C(CC1SC(N2CCCC2)=NC1=O)Nc1ccc(C(=O)N2CCCC(C(F)(F)F)C2)cc1 (centres undefined),-0.6,2,-9,1.6,0,4,-0.8,-0.2,0,-1.4,0.7
C[C@H]1C(=O)N(C)CCN1C(=O)c1ccc(OC2CCN(CCc3ccccc3)CC2)cc1,0.2,-1,-4,0.9,2,-4,-1.8,-0.8,1,0.0,-0.1
CC(NC(=O)/C=C/c1ccccc1[N+](=O)[O-])C1CC2CCC1C2 (centres undefined),-1.1,-1,-7,-0.3,0,0,-1.3,1.9,0,-1.6,-0.4
COc1ccc(OCC(=O)Nc2c(C(=O)N(CCN(C)C)Cc3ccco3)oc3ccccc23)cc1,0.0,-10,-8,0.3,-4,-12,-1.4,-1.0,-1,-1.7,-3.4

Bioassay records from PubChem BioAssay.
